Assay outcomes (PubChem)
Luciferase inh – Firefly luciferase inhibition profiling of diverse chemical library using quantitative high-throughput screening. Luciferin 4-monooxygenase (Photinus pyralis), P08659. purified P. pyralis luciferase, luminescence, biochemical. Potency, µM (highest dose often 115 µM), for inactives: at the highest dose activity change, negative = inhibition, most hits filed as inhibitors. 2.5% of 76,000 active; note: potency is the fitted concentration of half-maximal effect; nearly all actives have a fitted effect of over 65% in size
Target sequence (P08659 whole entry, looked up): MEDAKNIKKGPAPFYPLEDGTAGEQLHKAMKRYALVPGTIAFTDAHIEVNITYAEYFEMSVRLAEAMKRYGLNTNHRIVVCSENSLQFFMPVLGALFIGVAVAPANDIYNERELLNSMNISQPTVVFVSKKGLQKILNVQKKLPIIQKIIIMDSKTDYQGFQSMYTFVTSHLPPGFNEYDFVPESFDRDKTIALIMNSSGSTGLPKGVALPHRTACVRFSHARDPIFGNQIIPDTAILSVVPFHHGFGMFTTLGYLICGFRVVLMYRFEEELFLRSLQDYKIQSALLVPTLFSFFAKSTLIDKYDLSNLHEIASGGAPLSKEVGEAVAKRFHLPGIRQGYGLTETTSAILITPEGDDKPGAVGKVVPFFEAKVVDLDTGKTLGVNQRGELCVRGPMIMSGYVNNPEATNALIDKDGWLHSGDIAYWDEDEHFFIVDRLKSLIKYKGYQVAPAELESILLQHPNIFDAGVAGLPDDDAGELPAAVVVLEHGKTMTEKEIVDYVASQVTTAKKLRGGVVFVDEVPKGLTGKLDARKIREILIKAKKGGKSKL
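Purified P. pyralis luciferase (10nM final) in 50mM Tris acetate pH 7.5, 10mM Mg acetate, 0.01% Tween-20, 0.05% BSA with 10uM D-luciferin and 10uM ATP. Compounds titrated qHTS. Luminescence imaged on CCD.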
HEK cytotox – Cytotoxic Profiling in HEK 293 Cell Line of Diverse Libraries Using Quantitative High-Throughput Screening | HEK 293 viability, ATP luminescence (CellTiter-Glo), 48-72 h | Potency, µM (titrated, usually from 115 µM), for the others: at the top dose activity change, negative = cytotoxicity, actives largely listed as inhibitors | 6.6% of 94,000 active; note: potency is the fitted concentration of half-maximal effect; nearly all actives have a fitted effect of over 60% in size
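CellTiter-Glo luminescence (cellular ATP) was read after 48 or 72 hr of compound exposure at 37 degree Celsius. Cells were HEK 293 plated at 250 cells/well.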
SNCA viab count – GF-AFC viability counterscreen for inhibitors of alpha-synuclein gene (SNCA) expression; HEK-293-SNCA-luc viability, GF-AFC fluorescence, 24 h; AID 1671193, 2021; Potency, µM (highest dose often 57.1 µM), for the others: top-dose activity change, negative = cytotoxicity, actives largely listed as cytotoxic; 0.12% of 150,000 active;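 note: potency is the fitted concentration of half-maximal effect; 0% = DMSO-treated cells and -100% = medium-only wells without cells; nearly all actives have a fitted effect of over 30% in size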
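Cytotoxicity counterscreen: after 24 h compound treatment of genome-edited SNCA-luciferase HEK-293 cells, live-cell protease substrate GF-AFC read by fluorescence after 30 min; activity scaled between DMSO (0%) and medium-only (-100%), curves Hill-fitted.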
SNCA expr inhib – Primary qHTS assay for inhibitors of alpha-synuclein gene (SNCA) expression; HEK-293 SNCA-luciferase knock-in, luminescence, 24 h; Potency, µM (doses to about 57.2 µM), without a hit: at the top dose activity change, negative = inhibition, actives largely listed as inhibitors; 0.17% of 140,000 active; AID 1671194, 2021;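 note: potency is the fitted concentration of half-maximal effect; plate controls were DMSO cells for no effect and cell-free wells for full effect; nearly all actives have a fitted effect of over 45% in size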
IP6K1 inh – Primary qHTS assay for small molecule inhibitors of Inositol hexaphosphate kinase 1 (IP6K1); IP6K1 kinase, ADP-Glo luminescence, 2 h; hits give low values; activity change, % (series mostly up to about 58 µM); 0.81% of 140,000 active; AID 1645851, 2021; in the data active = activity change below about -25%
Target sequence (Q92551 whole entry, looked up): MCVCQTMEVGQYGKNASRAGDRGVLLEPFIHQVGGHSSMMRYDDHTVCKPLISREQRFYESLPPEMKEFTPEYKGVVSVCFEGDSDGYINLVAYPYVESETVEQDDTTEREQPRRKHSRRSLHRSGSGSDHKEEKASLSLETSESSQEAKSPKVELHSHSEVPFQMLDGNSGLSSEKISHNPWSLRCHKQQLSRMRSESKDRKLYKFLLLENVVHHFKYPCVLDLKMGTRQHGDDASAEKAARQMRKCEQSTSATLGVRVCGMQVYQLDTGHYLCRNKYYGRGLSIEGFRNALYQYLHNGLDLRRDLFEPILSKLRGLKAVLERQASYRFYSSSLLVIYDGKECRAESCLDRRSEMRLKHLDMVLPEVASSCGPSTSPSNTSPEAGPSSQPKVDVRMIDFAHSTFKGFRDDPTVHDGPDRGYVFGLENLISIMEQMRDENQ
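ADP-Glo luminescence measures ADP made by human IP6K1 during a 2 h RT reaction with ATP/IP6 (mix at 1.3 mM/130 uM); top library doses 57.5 and 19.1 uM final.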
3T3 cytotox – Cytotoxic Profiling in NIH 3T3 Cell Line of Diverse Libraries Using Quantitative High-Throughput Screening; NIH 3T3 viability, CellTiter-Glo ATP luminescence, 48-72 h; Potency, µM (doses to about 96.7 µM), for inactives: at the highest dose activity change, negative = cytotoxicity, actives largely listed as inhibitors; 4.3% of 94,000 active; note: potency is the fitted concentration of half-maximal effect; nearly all actives have a fitted effect of over 55% in size
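Cytotoxicity was measured by CellTiter-Glo ATP luminescence after 48 or 72 h compound exposure at 37 °C. Mouse NIH 3T3 fibroblasts were seeded at 400 cells/well and dosed by 23 nL pin transfer.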
GPT2 inh – Primary qHTS assay for inhibitors of Glutamate pyruvate transaminase 2 (GPT2). Alanine aminotransferase 2 (Homo sapiens), Q8TD30. Recombinant GPT2, coupled pyruvate oxidase/HRP Amplex Red fluorescence. Potency, µM (top dose mostly 57.7 µM), for inactives: at the highest dose activity change, negative = inhibition, actives largely listed as inhibitors. 0.25% of 100,000 active. AID 1671188, 2021; note: potency is the fitted concentration of half-maximal effect; nearly all actives have a fitted effect of over 60% in size; many of its hits are not listed in these tables
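GPT2 10ng/uL, a-KG 250uM, L-Ala 2mM, HEPES pH7.5 + 0.0001% Tween; 30 min RT. Then Amplex mix (PO/HRP/ThPP), 30 min RT dark, fluorescence. AOA 50uM used as positive control.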
* hit, by the source's call; i = inactive; ? = inconclusive; . = not tested or not shown; & = joins results of further samples; [ ] = remark or other dose. Unless noted, calls come from the whole dose curve; as a rule, active = well fitted curve in the direction sought with a large enough effect; inconclusive = small, poorly fitted or top-dose-only effect, or another doubt; inactive = no such curve, though single readings can be large; an effect the other way counts as inactive or inconclusive. Unless noted, % is set by controls: 0 for no effect and ±100 for the full control effect. A portion of the library, so the mix of outcomes need not match the whole.

1: Cc1ccc(C2Cn3nnc(C(=O)N4CCC(C(=O)Nc5ccc(C)c(F)c5)CC4)c3CO2)cc1 (stereo not drawn)
2: CC(C)C(O)(CO)CCO[C@@H]1O[C@H](CO[C@H]2OC[C@](O)(CO)[C@H]2O)[C@@H](O)[C@H](O)[C@H]1O (stereo partly drawn)
3: COc1ccc2c(CNCc3ccco3)c(C(=O)O)n(Cc3ccccc3)c2c1
4: O=C(Cn1c(-c2cccs2)cc2cc(F)ccc21)NCCc1ccc(Cl)cc1
5: CC(C)CN(Cc1cccnc1)C1CN(C(=O)CC2CCCCC2)C1
6: O=C(c1ccsc1)N1CCC2(CC1)CC(N(Cc1ccccc1)C1CC1)CCO2 (stereo not drawn)

Screen / compound no.	1	2	3	4	5	6
Luciferase inh	?	.	.	.	0%	-4%
3T3 cytotox	1%	.	.	.	5.6µM*	?
IP6K1 inh	1	18	-3	1	-7	9
SNCA viab count	-6%	3%[23.9 µM]	5%	-2%	-3%	-1%
SNCA expr inhib	63%[activator]	.	-6%	28%	0%	?
HEK cytotox	4%	.	.	.	?	?
GPT2 inh	i	-2%[27.3 µM]	.	.	5%	1%

7: CCOC(=O)c1c(NC(=O)COc2ccc(F)cc2)sc2c1CCC(C)C2 (stereo not drawn)
8: COc1cccc(N2CCN(C(=O)c3nc(-c4ccc(Cl)cc4)n4c3CCCCC4)CC2)c1
9: COCC1CN(C(C)=O)CC12CCN(C(=O)COc1ccc(Cl)cc1)CC2 (stereo not drawn)
10: O=C(O)CCc1ccc(NCc2cccc(Oc3ccccc3)c2)cc1
11: COCCn1ncc(N2CCCC(CC(=O)N3CCCN(C)CC3)C2)cc1=O (stereo not drawn)
12: CCOC(=O)[C@H]1[C@@H](O)C(=O)N(C(C)C)C12CCN(C(=O)COC)CC2

Screen / compound no.	7	8	9	10	11	12
Luciferase inh	.	.	5%	.	.	.
3T3 cytotox	.	.	?	.	-21%	-31%
IP6K1 inh	26	33	22	-13	15	12
SNCA viab count	-2%	?	2%	-4%&3%	-1%	.
SNCA expr inhib	-1%	?	-1%	-22%	22%	.
HEK cytotox	.	.	-15%	.	-7%	?
GPT2 inh	.	.	-8%	-19%	-9%	.

13: COc1ccc(OC)c(-n2cnc3cc(C(=O)NCCc4ccccc4)ccc32)c1
14: CC(C)C(C(=O)N(C)C(C)C(N)=O)N(C)C(=O)C1CCCN1C(=O)/C=C/C=C/C(O)C(C)O (stereo not drawn)
15: O=C(c1ccc(Cl)cc1)N1CCCC(C(=O)N2CCC(c3nc4ncccc4[nH]3)C2)C1 (stereo not drawn)
16: CCOCCc1nn2c(=O)cc(COC(=O)c3ccccc3NC(=O)CC(C)C)nc2s1
17: Cc1cccc(CN2CCCC(Cc3ncc(C)n3C(C)C)C2)c1 (stereo not drawn)
18: Cc1ccc(C)c(NC(=O)Cn2c(=O)c(-c3noc(C)n3)c3n(c2=O)CCCC3)c1

Screen / compound no.	13	14	15	16	17	18
Luciferase inh	.	.	.	.	.	1%
3T3 cytotox	.	.	-2%	.	?	3%
IP6K1 inh	6	6	1	-7	20	6
SNCA viab count	5%	-26%[23.9 µM]	-7%	-24%	-13%	5%
SNCA expr inhib	50%[activator]	.	-14%	39%[activator]	1%	-1%
HEK cytotox	.	.	-3%	.	?	1%
GPT2 inh	.	i	i	.	i	i

19: Cc1ccsc1C(=O)NC1CCN(c2cnn(Cc3ccccc3)c(=O)c2)CC1
20: Cc1ccccc1S(=O)(=O)Cc1ccc(C(=O)NCc2ccccc2Cl)o1
21: O=C1NCCCCCCN(C(=O)c2ccco2)[C@H]2C[C@H](C(=O)N3CCc4ccccc4C3)C[C@@H]12
22: CCCN(Cc1ccc(S(=O)(=O)NC)cc1)Cc1ccccc1OC
23: O=C(c1ccc2c(c1)N(Cc1ccc(Cl)cc1)C(=O)c1ccccc1S2=O)N1CCCCC1 (stereo not drawn)
24: COc1cccc(-c2cn3cc(C(=O)NCC4CCCCC4)nc3s2)c1

Screen / compound no.	19	20	21	22	23	24
Luciferase inh	-7%	.	-11%	2%	.	.
3T3 cytotox	-25%	.	-2%	-24%	.	?
IP6K1 inh	1	16	9	6	11	14
SNCA viab count	-14%	-7%	-9%	3%	1%	6%
SNCA expr inhib	8%	27%	14%	-18%	12%	-9%
HEK cytotox	?	.	-26%	-1%	.	22µM*
GPT2 inh	i	.	i	i	.	-7%

25: O=C(NCc1ccc2c(c1)OCO2)c1ccc2c(c1)N(C(=O)c1ccc(F)cc1)CC2
26: O=C(NCc1ccccc1)c1ccc2nnc(-c3cc(C(F)(F)F)cc(C(F)(F)F)c3)n2c1
27: Cc1nc(N2CCCC2)nc(N2CCC3(CC2)OCCCC3O)c1C (stereo not drawn)
28: Cc1nn(-c2ccccc2)c2c1C(C(C)C)N(C1CCN(C(=O)c3ccc(Cl)cc3)C1)C2=O (stereo not drawn)
29: COc1ccc(C(=O)C2CCCN(Cc3csc(C(C)=O)c3)C2)c(OC)c1 (stereo not drawn)
30: C=CCN1CCN(C(=O)[C@@H]2CCCN(Cc3ccccc3)[C@@H]2COC)CC1

Screen / compound no.	25	26	27	28	29	30
Luciferase inh	0%	.	4%	.	15%	.
3T3 cytotox	?	?	-18%	?	?	-26%
IP6K1 inh	3	-10	17	12	16	17
SNCA viab count	?	-21%	-15%	.	-14%	2%
SNCA expr inhib	?	-25%	-3%	.	-5%	-7%
HEK cytotox	?	40µM*	-13%	?	?	?
GPT2 inh	5%	4%	-23%	.	i	2%

31: Cn1c(=O)c2c(-c3ccc(Cl)cc3)n(Cc3ccccc3)cc2n(C)c1=O
32: COc1cc(-c2[nH]ncc2CN2CCCC2c2ccccn2)cc(OC)c1OC (stereo not drawn)
33: O=C(c1cccnc1)N1CCC(OC2CCN(Cc3cccnc3)CC2)CC1
34: Cc1ccc(Cn2cc(C(=O)c3ccc4c(c3)OCO4)c(=O)c3cc(C)ccc32)cc1
35: CC(=O)C1=CCC2C3CC=C4CC(O)CC(O)C4(C)C3C(O)CC12C (stereo not drawn)
36: Cn1cc(CN2C[C@@H](F)[C@@H](OCc3nc4ccc(F)cc4[nH]3)C2)cn1

Screen / compound no.	31	32	33	34	35	36
Luciferase inh	.	-6%	9%	.	.	3%[172 µM]
3T3 cytotox	.	1%	4%	.	.	-24%[174 µM]
IP6K1 inh	-2	12	3	-11	-3	12
SNCA viab count	-10%	6%	-4%	?	0%	-5%[87.6 µM]
SNCA expr inhib	-11%	6%	1%	?	.	-3%[87.6 µM]
HEK cytotox	.	i	-3%	.	.	-7%[172 µM]
GPT2 inh	.	?	-3%	.	i	1%[88.5 µM]

As a short view, some entries already given:
34: Cc1ccc(Cn2cc(C(=O)c3ccc4c(c3)OCO4)c(=O)c3cc(C)ccc32)cc1
35: CC(=O)C1=CCC2C3CC=C4CC(O)CC(O)C4(C)C3C(O)CC12C (stereo not drawn)
36: Cn1cc(CN2C[C@@H](F)[C@@H](OCc3nc4ccc(F)cc4[nH]3)C2)cn1

Screen / compound no.	34	35	36
Luciferase inh	.	.	3%[172 µM]
3T3 cytotox	.	.	-24%[174 µM]
IP6K1 inh	-11	-3	12
SNCA viab count	?	0%	-5%[87.6 µM]
SNCA expr inhib	?	.	-3%[87.6 µM]
HEK cytotox	.	.	-7%[172 µM]
GPT2 inh	.	i	1%[88.5 µM]

New compounds follow:
37: CC1(CNc2ccccc2)COc2ccc(C(=O)Nc3ccc4[nH]ccc4c3)cc2N1 (stereo not drawn)
38: COc1ccc2cc(C(=O)NCC(=O)N3CCCCCCNC(=O)CC3c3ccccc3)[nH]c2c1 (stereo not drawn)
39: CN(Cc1ccsc1)Cc1nc(C(c2ccccc2)c2ccccc2)no1
40: COCc1nc(CCNS(=O)(=O)c2ccc(OC)cc2)no1
41: COc1ccc(C2(C(=O)N3CC(CO)C4(CCNCC4)C3)CCCCC2)cc1 (stereo not drawn)
42: CCc1nc2nccc(-c3ccsc3)n2n1

Screen / compound no.	37	38	39	40	41	42
Luciferase inh	10µM*	-18%	-6%	5%	?	-4%
3T3 cytotox	40µM*	-28%	-18%	-8%	-4%	-6%
IP6K1 inh	-13	6	14	15	9	-3
SNCA viab count	-24%[87.6 µM]	?	13%	7%[12.5 µM]	6%[12.5 µM]	11%
SNCA expr inhib	?	21%	-10%	24%	-16%	5%
HEK cytotox	?	?	-33%	0%	-3%	?
GPT2 inh	-6%[88.5 µM]	i	i	i	?	-6%

43: Cc1oc(S(=O)(=O)N2CCCCC2)cc1NC(=O)Nc1ccccc1
44: COc1ccc(OC)c(NC(=O)Cc2c(C(=O)O)n(C)c3ccc(C)cc23)c1
45: Cc1noc([C@H]2CCN(CC3CC3)C[C@H]2NC(=O)C2CCOCC2)n1
46: COc1cccc(NC(=O)CCCn2c(=O)c3cccn3c3cccnc32)c1
47: CC(=O)N1CCCc2cc(S(=O)(=O)N3CCC(C(=O)Nc4cccc(Cl)c4C)CC3)ccc21
48: CCOC(=O)[C@H](CCc1ccccc1)N[C@@H](C)C(=O)N1[C@H](C(=O)O)C[C@H]2CCCC[C@@H]21

Screen / compound no.	43	44	45	46	47	48
Luciferase inh	.	.	-4%	.	.	.
3T3 cytotox	.	.	-5%	.	.	.
IP6K1 inh	13	-3	33	2	-13	.
SNCA viab count	0%	3%	-3%	-14%	?	4%
SNCA expr inhib	.	-8%	-5%	1%	9%	8%
HEK cytotox	.	.	-1%	.	.	.
GPT2 inh	i	.	i	.	.	3%

49: CC(C)SCC(=O)N1CCCC(N2CCN(c3ccc(F)cc3)CC2)C1 (stereo not drawn)
50: COc1ccc(C(=O)N[C@@H]2CCC[C@@H]2C(=O)N(C)CCc2ccccn2)cn1
51: Cc1ccc(NC(=O)N[C@H]2C[C@@](O)(C(=O)N[C@H]3CCCNC3=O)C[C@@H](O)[C@@H]2O)cc1
52: O=C(NCCN1CCOCC1)c1noc(-c2ccccc2F)n1

Screen / compound no.	49	50	51	52
Luciferase inh	1%	-3%	-11%[172 µM]	-13%
3T3 cytotox	-10%	-7%	-19%[138 µM]	-1%
IP6K1 inh	-8	5	6	-10
SNCA viab count	0%	-15%	6%[87.6 µM]	10%
SNCA expr inhib	9%	-9%	-16%[87.6 µM]	13%
HEK cytotox	?	-26%	-13%[172 µM]	3%
GPT2 inh	i	-8%	2%[88.5 µM]	i
